High-throughput results deposited in PubChem BioAssay by several laboratories.
3CLpro inhibitor = SARS-CoV 3CLpro protease inhibition; P0C6X7; 0.14% of 290,000 active; inhibition, % at 6 µM; recombinant SARS-CoV 3CLpro, quenched FRET peptide cleavage; in the data active = inhibition above about 12%
SSB-PriA inh = inhibitors of Klebsiella pneumoniae PriA binding to SSB C-terminal tail; AlphaScreen SSBct-PriA binding, biotinylated peptide; inhibition, % at 33 µM; 0.6% of 430,000 active; in the data active = inhibition mostly above about 37%, no sharp cut-off; inactive = mostly below about 20%;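 note: plate controls were negative control peptide for no effect and reference peptide for full effect; strong numbers were not always called active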
PrPC TRFRET = inhibitors of human cell surface prion protein PrPC | 0.43% of 370,000 active | P04156 | TR-FRET read-out | inhibition, % at 13.8 µM | AID 720596; in the data active = inhibition above about 24%; note: 0% = median of the test wells and 100% = reference compound wells
CCHFV vOTU inh = CCHFV vOTU protease inhibition; Pep-AMC fluorescence; inhibition, % at 11.5 µM; 0.55% of 370,000 active; in the data active = inhibition above about 30%; note: 0% = vehicle wells with enzyme and 100% = no enzyme wells
Rv3671c inh = inhibitors of M. tuberculosis serine protease Rv3671c | inhibition, % at 5.96 µM | AID 2606 | 0.048% of 320,000 active; in the data active = inhibition above about 38%;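 note: extracellular domain of Rv3671c used as enzyme; 0% = enzyme with DMSO and 100% = no enzyme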
Target sequence (P9WHR9 whole entry, looked up, the tested form may be a part): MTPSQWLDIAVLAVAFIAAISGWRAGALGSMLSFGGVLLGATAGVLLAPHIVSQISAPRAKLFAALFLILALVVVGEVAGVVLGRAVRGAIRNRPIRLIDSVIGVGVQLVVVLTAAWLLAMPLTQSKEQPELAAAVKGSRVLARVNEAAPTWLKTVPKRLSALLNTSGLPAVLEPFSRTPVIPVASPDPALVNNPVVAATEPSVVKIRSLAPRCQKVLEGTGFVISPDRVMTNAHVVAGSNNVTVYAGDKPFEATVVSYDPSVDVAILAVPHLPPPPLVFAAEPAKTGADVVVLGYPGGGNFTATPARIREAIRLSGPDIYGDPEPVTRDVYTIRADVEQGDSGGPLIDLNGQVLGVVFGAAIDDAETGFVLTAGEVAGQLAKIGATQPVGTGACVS
DUSP3 inh = blocks human VHR1 dual specificity phosphatase; inhibition, % at 13.3 µM; 0.52% of 290,000 active; AID 1654; P51452; recombinant VHR phosphatase, pNPP absorbance; in the data active = inhibition above about 50%; note: some compounds called inactive have numbers as strong as hits
Target sequence (P51452 whole entry, looked up): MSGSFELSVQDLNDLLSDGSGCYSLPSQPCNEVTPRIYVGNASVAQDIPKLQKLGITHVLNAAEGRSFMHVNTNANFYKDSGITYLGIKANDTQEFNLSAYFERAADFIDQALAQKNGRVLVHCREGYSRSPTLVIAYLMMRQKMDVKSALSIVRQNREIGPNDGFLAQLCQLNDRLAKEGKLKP
Y pestis TopoI = Y. pestis Topo-I inhibition via cleavage products | 0.064% of 360,000 active | Y. pestis Topo-I cleavage product accumulation, plate reader | activity, % at 10 µM; in the data active = activity above about 50%, passing the limit was not always enough; note: inactives centre near 2
Vc quorum ag = quorum light induction in luxS cqsA deficient V. cholerae | V. cholerae BH1578 lux reporter, luminescence, 6 h | activation, % at 18.7 µM | 0.16% of 350,000 active; in the data active = activation mostly above about 9.7%, no sharp cut-off; note: not every result past the cut was called active; inactives centre near 0; reference of the scale not given here
MazEF act = MazEF (E. coli) toxin RNase activation. P0AE70. FAM/BHQ RNA-DNA oligo cleavage fluorescence, 5 h. activation, % at 20 µM. 0.32% of 350,000 active. AID 504720; in the data active = activation above about 50%
Target sequence (P0AE70 whole entry, looked up): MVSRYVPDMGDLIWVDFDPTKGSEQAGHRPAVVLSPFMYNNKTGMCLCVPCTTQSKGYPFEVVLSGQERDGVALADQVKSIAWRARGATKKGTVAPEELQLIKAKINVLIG
TcdB GH inh = TcdB glycohydrolase inhibition. TcdB glycohydrolase enzymatic assay, plate reader. inhibition, % at 9.99 µM. 0.24% of 350,000 active. AID 652162; in the data active = inhibition above about 10%
The depositor's hits bear a star; i = inactive; nt = not tested or not shown; & = joins results of further samples.

SMILES | 3CLpro inhibitor | SSB-PriA inh | PrPC TRFRET | CCHFV vOTU inh | Rv3671c inh | DUSP3 inh | Y pestis TopoI | Vc quorum ag | MazEF act | TcdB GH inh
O=S(=O)(c1ccc(Cl)c(NC(=S)N/N=C/c2ccc(O)cc2)c1)N1CCOCC1 | 5 | nt | 12 | -6 | -1 | 5 | -16 | -0.3 | 19 | nt
Cc1cccnc1NC(=O)CSc1ncnc2sc(C)c(C)c12 | nt | 1 | 15 | -1 | -3 | nt | 6 | -3.7 | 3 | 0.1
O=C(c1ccc2c(c1)N(Cc1ccccc1)CCS2)N1CCOCC1 | 2 | 7 | 12 | -17 | 4 | 4 | 29 | -2.0 | 1 | -1.3
Cc1ccc(NC(=O)CCn2cnc3cc(C)c(C)cc32)cc1 | -5 | -2 | 3 | 7 | -9 | 9 | -12 | -0.5 | 3 | 2.0
O=C(NCc1nc2ccccc2[nH]1)c1ccc([N+](=O)[O-])cc1 | 4 | -12 | -33 | -5 | -1 | 12 | -15 | i | 5 | 0.6
CCC(=O)/C=C1\Sc2ccccc2N1CC | -4 | -1 | 6 | 6 | -2 | -20 | -1 | -0.2 | -2 | 2.7
Cc1cc(OC(=O)C(c2ccccc2)c2ccccc2)c([N+](=O)[O-])c(=O)[nH]1 | -3 | -4 | -1 | 3 | -3 | -4 | -1 | i | -3 | nt
CC12CCC(C(=O)N(NC(=O)c3cc(Cl)ccc3O)C1=O)C2(C)C (stereo unspecified) | -7 | -10 | 2 | -32 | 11 | 11 | -10 | 0.6 | -4 | nt
CC1(C)COC(Nc2cccc(Cl)c2)=N1 | 0 | -7 | 7 | 7 | 6 | 15 | 5 | -0.4 | 0 | nt
COc1cc(NC(C)C(=O)N2CC(C)OC(C)C2)cc(OC)c1 (stereo unspecified) | -1 | -11 | -6 | 8 | 0 | 10 | 12 | 1.5 | -2 | nt

Compound profiles, as listed above.
O=C(NCc1nc2ccccc2[nH]1)c1ccc([N+](=O)[O-])cc1 is listed with 3CLpro inhibitor: 4; SSB-PriA inh: -12; PrPC TRFRET: -33; CCHFV vOTU inh: -5; Rv3671c inh: -1; DUSP3 inh: 12; Y pestis TopoI: -15; Vc quorum ag: i; MazEF act: 5; TcdB GH inh: 0.6
CC12CCC(C(=O)N(NC(=O)c3cc(Cl)ccc3O)C1=O)C2(C)C (stereo unspecified) is listed with 3CLpro inhibitor: -7; SSB-PriA inh: -10; PrPC TRFRET: 2; CCHFV vOTU inh: -32; Rv3671c inh: 11; DUSP3 inh: 11; Y pestis TopoI: -10; Vc quorum ag: 0.6; MazEF act: -4; TcdB GH inh: nt

(listing goes on)
SMILES | 3CLpro inhibitor | SSB-PriA inh | PrPC TRFRET | CCHFV vOTU inh | Rv3671c inh | DUSP3 inh | Y pestis TopoI | Vc quorum ag | MazEF act | TcdB GH inh
COc1ccccc1-c1nnc(SC(C)C(=O)N2CCOCC2)o1 (stereo unspecified) | nt | 4 | -9 | 1 | -6 | nt | 9 | i | 8 | 0.8
CC(=O)NC(c1cccc(F)c1)c1nc(-c2cccc(C(=O)O)c2)cs1 (stereo unspecified) | nt | nt | 1 | -6 | nt | nt | 1 | -0.4 | nt | -1.1
COCCC1CCCCN1C(=O)c1ccc(OC)c(OC2CCN(C(C)=O)CC2)c1 (stereo unspecified) | -6 | -2 | 1 | -10 | 4 | 30 | -8 | i | 3 | -0.6
CCc1nc2c(OCC(=O)C(C)(C)C)cccn2c1N(C=O)CC(=O)N(C)C | nt | nt | 6 | -3 | nt | nt | -5 | -0.4 | nt | 0.4
COC(=O)CCCCCC(CCC(=O)OC)NC(C)=O (stereo unspecified) | 6 | -6 | -3 | -4 | 1 | 22 | -1 | -0.4 | -1 | nt
Cc1ccc(S(=O)(=O)NCC(=O)OCC(=O)Nc2ccc3c(c2)OCCO3)cc1 | nt | 3 | -9 | 10 | -8 | nt | 7 | 5.9 | 1 | 1.2
COc1ccc(S(=O)(=O)Nc2cccc3c2O[C@@H](CN(C)CC2CC2)[C@@H](C)CN([C@@H](C)CO)C3=O)cc1 | nt | nt | -3 | -12 | 2 | nt | 2 | -0.8 | -1 | -0.6&-0.9
Cc1ccc(C(CC(=O)O)Nc2nc(N3CCOCC3)nc(N3CCOCC3)n2)cc1 (stereo unspecified) | 1 | -4 | 1 | -7 | 2 | -6 | -6 | -0.6 | 0 | 0.4
CCCNC(=O)c1cc(Cl)c(NC(=O)C2=C(C)OCCS2)cc1OC | -7 | -2 | 26* | 16 | -3 | 57* | 23 | i | 4 | 1.2
N#C/C(=C\c1ccc(N2CCOCC2)o1)C(=O)N1CCOCC1 | -8 | 3 | -30 | 29 | -3 | -11 | -1 | -0.4 | -81 | nt
COc1ccc(S(=O)(=O)N2CCC(C(=O)NCC3CCCO3)CC2)cc1 (stereo unspecified) | 0 | -7 | -5 | -7 | 1 | -6 | -4 | -0.2 | -6 | nt
COc1ccc(S(=O)(=O)N2CCc3ccccc32)cc1C(=O)OCC(=O)c1c(N)n(C)c(=O)n(C)c1=O | -1 | -18 | 0 | 0 | -6 | -7 | -2 | 1.4 | -18 | -0.5
OC[C@@H]1CN(Cc2cccs2)C[C@H](n2cnc3c(N4CCOCC4)ncnc32)O1 | nt | nt | -2 | -3 | nt | nt | -7 | -0.7 | nt | 0.4
CCOC(=O)CC1COCCN1Cc1cn[nH]c1-c1cc(OC)c(OC)c(OC)c1 (stereo unspecified) | 3 | -14 | 5 | -14 | 14 | 19 | 1 | i | 4 | 2.6
O=C(CCl)N1c2ccccc2OCC1c1ccccc1 (stereo unspecified) | 6 | -7 | 9 | 12 | -6 | 23 | 3 | i | -3 | 0.5
CN(C)CCCNC(=O)c1cc(S(=O)(=O)N2CCOCC2)ccc1F | 1 | -24 | 3 | 0 | 7 | -23 | 1 | 0.7 | -3 | nt
CC(=O)NCCn1c(SCC(=O)NCC2CCCO2)nc2ccccc2c1=O (stereo unspecified) | -6 | -23 | 1 | -9 | 0 | 4 | -3 | i | -7 | nt
CCN(CC(=O)Nc1ccc(OC)cc1)C(=O)c1ccc(N2CCCC2=O)cc1 | nt | -7 | 0 | 3 | 0 | nt | -1 | i | 3 | 0.0
Cc1cccc(OCC(=O)N2CCC(c3ccccc3)C2)c1 (stereo unspecified) | -1 | -18 | 2 | 1 | -1 | -6 | 6 | 3.7 | -1 | nt
O=C(CSc1nc(C2CC2)nc2c1cnn2-c1ccccc1)Nc1c[nH]c(=O)[nH]c1=O | 2 | -8 | 3 | -1 | -16 | -11 | 32 | i | 25 | 0.3
CC(=O)Nc1ccc2c(c1)OCCOCCOc1cc(NC(C)=O)ccc1OCCOCCOCCO2 | 2 | nt | 9 | -6 | 4 | 27 | nt | nt | nt | 1.5
COCCNC(=S)NNC(=O)c1ccco1 | 5 | -20 | -5 | 1 | 3 | 16 | -10 | 0.1 | 5 | nt
Cc1ccc(NC2CCCN(C(=O)CCC3=NNC(=O)CC3)C2)cc1C (stereo unspecified) | -1 | -16 | -3 | 6 | -2 | -2 | 4 | i | 0 | 0.0
CCCCN1C(N)=NC[C@@H]1C(C)O (stereo partly specified) | nt | -32 | 5 | 8 | -4 | nt | 3 | -0.4 | 3 | -0.1
COc1ccc(S(=O)(=O)NNC(=O)c2cc3c4ccccc4n(C)c3s2)cc1 | -2 | -4 | 4 | 3 | -9 | 21 | 36 | -0.4 | 7 | nt
COc1ccc(NC(=O)C23CC4CC(C2)CC(n2cnc(Br)n2)(C4)C3)c(C)c1 | -1 | -15 | -9 | -3 | 2 | 25 | -5 | i | 3 | nt
Cc1ccc(NS(=O)(=O)c2cc(NC(=O)c3cc4c(s3)CCCC4)ccc2C)c(C)c1 | -1 | -5 | -1 | 3 | -53 | -7 | -2 | -0.3 | -5 | nt
OC[C@H]1O[C@@H](c2nc3ccc(-c4nc(-c5cccs5)no4)cc3[nH]2)C[C@@H]1O | nt | nt | 7 | -6 | nt | nt | -5 | -0.4 | nt | 1.2
O=C(c1cc(-c2cccc(Cl)c2)on1)N1CCCCCC1 | -2 | -24 | 2 | 21 | -1 | 19 | 8 | 1.3 | 9 | 0.7
Cc1ccc(NC(=O)C(=O)NCCN2CCN(S(=O)(=O)c3ccccc3)CC2)cc1C | -1 | -7 | -8 | 6 | 0 | 12 | 3 | 0.7 | 9 | 0.9
CCCOC(=O)c1c(-c2ccccc2)nc(CC)c(C(=O)SCC)c1CCC | nt | -22 | -2 | 6 | 4 | nt | 29 | 0.6 | -7 | 1.6
N#Cc1ccc2[nH]cc(CCO)c2c1 | 2 | 6 | 0 | 6 | -4 | 1 | 7 | -0.4 | 3 | 1.7
Cc1ccc(N(Cc2ccc(C(=O)NN=C3CCN(C)CC3)cc2)S(C)(=O)=O)cc1C | 4 | 3 | 11 | -8 | -38 | 10 | 15 | 0.0 | 7 | nt
CNC(=S)N(CCc1c(C)[nH]c2ccc(F)cc12)Cc1ccco1 | 4 | 4 | 2 | 13 | 3 | 16 | -11 | -0.9 | 4 | 1.3
O=c1[nH]c2ccc(Cl)cc2[nH]1 | nt | 2 | 0 | 12 | nt | nt | 3 | i | 2 | -0.8
CCC/C(=C1/c2ccccc2C(=O)N1c1ccccc1)c1ccc2[nH]ccc2c1 | nt | -30 | 3 | 9 | -8 | nt | -12 | -0.6 | -9 | -0.2
CC1CCCC(NC(=O)C2CCCN2S(=O)(=O)c2cccc3nsnc23)C1C (stereo unspecified) | -3 | 4 | 5 | 16 | 3 | 46 | 9 | -0.1 | 2 | 1.0
NC(=O)[C@H]1CC2(CC(c3cccc(NC(=O)COc4ccc(Cl)cc4)c3)=NO2)CN1C(=O)c1ccccc1C(=O)c1ccccc1 (stereo partly specified) | nt | -5 | -1 | 0 | -53 | 30 | 3 | -0.1 | -3 | -0.5
O=C(NCCCn1ccnc1)c1cccc(S(=O)(=O)N2CCCCCC2)c1 | 0 | 0 | 0 | -7 | -5 | 37 | 5 | i | 0 | nt
CCCCOc1ccc(C(=O)Nc2ccc(N3CCN(C(=O)C(C)C)CC3)cc2)cc1 | -3 | -16 | 4 | 16 | 0 | 6 | 36 | -0.3 | 3 | nt
CS(=O)(=O)N(Cc1ccc(C(=O)NCCSc2ccccn2)cc1)c1ccccc1 | 3 | -2 | 4 | -20 | -6 | 21 | 11 | -0.2 | 1 | nt
COc1ccc(OCC(=O)NNC(=O)c2cccc(O)c2)cc1 | 0 | -5 | -1 | 0 | 7 | -2 | -8 | -1.1 | 5 | 0.6
Cc1cc(=O)[nH]c(-n2[nH]c3c(c2=O)CCCC3)n1 | 3 | 7 | 5 | -2 | -7 | 12 | -4 | -0.3 | -7 | nt
CC(=O)Nc1cc(S(=O)(=O)Nc2ccc(C)cc2)c(C)cc1C | -8 | -8 | -3 | 13 | -5 | 1 | -5 | -0.5 | 0 | nt
Cc1cc(N2CCN(c3ccccc3)CC2)n2cc(-c3ccccc3)nc2n1 | 0 | 6 | 2 | -12 | -3 | 16 | 7 | -0.2 | 12 | nt
CCOC(=O)N1C(=O)NC(=O)C1c1ccccc1 (stereo unspecified) | nt | -7 | 2 | -13 | nt | nt | 4 | 0.0 | 10 | 1.0
Cc1ccc(Cl)cc1NC(=O)N[C@@H](C)C(=O)O | 3 | -13 | 3 | 1 | 6 | 17 | -3 | i | 2 | nt
COc1cccc(OC)c1NC(=O)CN1CCC(NC(=O)c2cccc(F)c2)CC1 | 0 | -16 | -5 | 6 | -4 | 32 | -2 | -7.2 | 1 | nt
O=C1CCc2cc(S(=O)(=O)NC(Cc3ccccc3)C(=O)NCCC3=CCCCC3)ccc2N1 (stereo unspecified) | -2 | -14 | 0 | 0 | 2 | 23 | 18 | -0.5 | 8 | 1.7
COc1ccc(CNC(=O)COC(=O)c2c(-c3c(F)cccc3Cl)noc2C)cc1OC | -2 | -3 | 3 | 2 | -10 | 8 | 5 | -1.0 | -3 | nt
COc1ccc(Nc2n[nH]c(C)c2[N+](=O)[O-])cc1 | 3 | 15 | -28 | 1 | -6 | 2 | -4 | -0.2 | 3 | 0.5
COc1ccc(C(=O)O)cc1S(=O)(=O)N1CCSCC1 | -2 | -15 | 8 | 3 | nt | 4 | 9 | -1.5 | 5 | -8.7

An excerpt. The share of hits here may be higher or lower than overall.
